Screening data (PubChem)
RBBP9 inh = human RBBP9 inhibitors, primary screen, biochemical, fluorescence polarization, FP-Rh probe, HTS | Serine hydrolase RBBP9 (Homo sapiens), O75884 | recombinant RBBP9 | inhibition, % at 7.94 µM | hit rate 0.2% among 220,000 | AID 1515, 2009;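 active means inhibition above the campaign mean of all tested compounds plus 3 SD, cut at about 14% in these data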;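 further: plate controls were DMSO wells with RBBP9 for no effect and wells lacking RBBP9 protein for full effect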
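Test system: recombinant human RBBP9; Timing: 30 min then 45 min, 25 °C; Detection: fluorescence polarization; Control set: RBBP9 with DMSO as uninhibited control, no-protein wells as full inhibition; Compound dosing: one concentration, 7.94 µM nominal, 0.794% DMSO; Probe or stimulus: FP-Rh activity-based probe, 375 nM before mixing.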
Ba/F3 V617F tox = reduced viability of JAK2V617F-dependent Ba/F3 cells, primary screen, JAK2V617F inhibitor project, cell-based, Ba/F3 EpoR-JAK2V617F, luminescence; ATP luminescence; inhibition, % at 5.6 µM; AID 1446, 2008; hit rate 1.1% among 220,000;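 active means inhibition above the campaign mean plus 3 SD over all tested compounds, cut at about 24% in these data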;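 further: cytokine-independent growth of Ba/F3 cells driven by EpoR plus mutant JAK2; 0% = DMSO-treated cells and 100% = JAK inhibitor I control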
NPY-Y2 PAM-ag = NPY-Y2 potentiators or agonists, primary screen, cell-based; Neuropeptide Y receptor type 2 (Homo sapiens), P49146; cells expressing NPY-Y2, potentiator/agonist read-out; activation, % at 3.6 µM; hit rate 0.45% among 220,000; in the data active means activation above about 27%;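 further: cells stimulated with NPY near EC25 plus isoproterenol at EC100; 0% = vehicle plus submaximal agonist and 100% = vehicle plus saturating agonist; some results beyond the cut were filed as inactive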
BaF3 parental = parental Ba/F3 cell viability inhibition, counter-screen for JAK2V617F inhibitor project, murine pro-B, CellTiter-Glo luminescence. CellTiter-Glo ATP luminescence. hit rate 1.1% among 220,000. inhibition, % at 5.6 µM;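 active means inhibition above a per-campaign cutoff, the mean inhibition of all tested compounds plus 3 SD, cut at about 27% in these data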;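 further: 0% = DMSO wells and 100% = JAK Inhibitor I control wells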
S1P4 antag = S1P4 receptor antagonists, primary screen, cell-based; S1P4-expressing cells, antagonist mode, reporter read-out; inhibition, % at 4.98 µM; hit rate 0.26% among 220,000; in the data active means inhibition above about 29%;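 further: 0% = wells stimulated with agonist and 100% = vehicle wells without agonist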
Target sequence (O95977 whole entry, looked up): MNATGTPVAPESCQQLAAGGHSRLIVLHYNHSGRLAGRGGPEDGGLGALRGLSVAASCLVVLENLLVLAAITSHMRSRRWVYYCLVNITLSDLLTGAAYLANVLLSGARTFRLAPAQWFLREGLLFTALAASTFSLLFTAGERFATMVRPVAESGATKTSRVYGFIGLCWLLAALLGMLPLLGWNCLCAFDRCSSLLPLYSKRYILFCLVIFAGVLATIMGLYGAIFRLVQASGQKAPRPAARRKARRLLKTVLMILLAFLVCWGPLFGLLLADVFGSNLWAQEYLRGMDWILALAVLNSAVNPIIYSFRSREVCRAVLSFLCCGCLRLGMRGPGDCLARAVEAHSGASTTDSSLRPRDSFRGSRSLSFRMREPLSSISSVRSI
Runt-CBFb FRET = inhibitors of RUNX1 Runt–CBFb binding, primary screen, biochemical, FRET, Cerulean-Runt, Venus-CBFb, uHTS; Runt-related transcription factor 1 (Homo sapiens) + Core-binding factor subunit beta …; Cerulean-Runt/Venus-CBFb FRET ratio 530/480, 1 h; inhibition, % at 20 µM; hit rate 0.46% among 220,000;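 active means inhibition over about 50% at 20 µM in the single-dose screen, limit read from the data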;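 further: 0% = DMSO wells and 100% = excess unlabeled CBFb competitor control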
Target sequence (Q01196 whole entry, looked up): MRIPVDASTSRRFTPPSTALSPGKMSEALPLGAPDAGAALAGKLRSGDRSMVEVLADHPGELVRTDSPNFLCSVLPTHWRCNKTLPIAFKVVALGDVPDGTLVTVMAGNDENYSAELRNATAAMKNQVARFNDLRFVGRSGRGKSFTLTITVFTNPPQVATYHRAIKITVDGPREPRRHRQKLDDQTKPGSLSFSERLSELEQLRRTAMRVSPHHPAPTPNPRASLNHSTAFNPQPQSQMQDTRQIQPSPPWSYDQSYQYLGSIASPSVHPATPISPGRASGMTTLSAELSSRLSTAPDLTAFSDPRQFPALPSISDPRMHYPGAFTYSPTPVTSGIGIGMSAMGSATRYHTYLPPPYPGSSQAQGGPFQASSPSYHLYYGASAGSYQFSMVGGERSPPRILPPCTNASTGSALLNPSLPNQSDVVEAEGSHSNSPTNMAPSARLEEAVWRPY
Target sequence (Q13951 whole entry, looked up): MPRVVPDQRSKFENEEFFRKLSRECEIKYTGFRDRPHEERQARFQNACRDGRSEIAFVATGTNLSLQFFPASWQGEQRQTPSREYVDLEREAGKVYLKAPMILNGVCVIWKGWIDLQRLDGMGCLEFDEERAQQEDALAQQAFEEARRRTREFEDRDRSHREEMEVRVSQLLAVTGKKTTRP
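System: Cerulean-labeled Runt domain protein | Quantity: 100 nM of each labeled protein | Schedule: 1 h compound exposure, room temperature | Detection: Fluorescence energy transfer, 422 nm excitation, 530/480 nm emission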
NPY-Y1 PAM-ag = NPY-Y1 receptor potentiators or agonists, primary screen, cell-based | NPY-Y1 expressing cells, potentiator/agonist activation | activation, % at 3.6 µM | hit rate 0.37% among 220,000; in the data active means activation above about 33%, passing the limit was not always enough;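 further: cells stimulated with NPY at EC10 then isoproterenol at EC100; 0% = low agonist plus stimulus and 100% = saturating agonist plus stimulus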
S1P4 agonist = S1P4 receptor agonists, primary screen, cell-based; AID 1509, 2009; Sphingosine 1-phosphate receptor 4 (Homo sapiens), O95977; activation, % at 4.98 µM; S1P4-expressing cell line, agonist reporter assay; hit rate 0.35% among 220,000; in the data active means activation above about 11%;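 further: 0% = DMSO vehicle and 100% = reference agonist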
NPY-Y1 antag = NPY-Y1 receptor antagonists, primary screen, cell-based | inhibition, % at 3.6 µM | hit rate 1% among 200,000 | Neuropeptide Y receptor type 1 (Homo sapiens), P25929 | HEK293-CNG Y1 cells, membrane potential fluorescence; NPY at EC95, then isoproterenol;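 active means inhibition above the campaign mean inhibition of all tested compounds plus 3 SD, cut at about 20% in these data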;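 further: 0% = DMSO wells given NPY plus isoproterenol and 100% = isoproterenol alone without NPY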
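Test system – HEK293 Y1/CNG channel cell line · Also added – NPY agonist 25 nM, then isoproterenol 1 µM plus Ro 20-1724 25 µM · Compound dosing – one concentration, 3.6 µM, in 0.4% DMSO · Schedule – compound incubation 1 h at room temperature, readout 45 min post-stimulation · Technique – fluorescence, membrane potential probe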
Starred values were filed as active, the others as inactive; · = not tested or not shown.

SMILES	RBBP9 inh	Ba/F3 V617F tox	NPY-Y2 PAM-ag	BaF3 parental	S1P4 antag	Runt-CBFb FRET	NPY-Y1 PAM-ag	S1P4 agonist	NPY-Y1 antag
O=C(COc1ccc(S(=O)(=O)N2CCCCC2)cc1)N1CCCCCC1	-10	-3	15	3	-21	-1	1	-0.2	4
O=C(O)C(Cc1ccccc1)N1C(=O)/C(=C/c2ccccc2)SC1=S (configuration not stated)	-1	-2	-17	4	-24	1	-48	0.8	13
Cc1ccccc1-n1c(Cc2cccs2)n[nH]c1=S	-3	-2	7	2	-7	·	-4	3.8	-3
N/C(=N\OC(=O)COc1ccc(Cl)cc1Cl)c1ccccn1	-8	1	3	4	-5	0	9	-1.0	-4
COc1cccc(/C=C2\N=C(SC)SC2=O)c1OC	-6	2	5	5	-37	-5	5	2.8	-1
CC(C)(C)OC(=O)CC[C@@H](C(=O)N1CCN(C(=O)OC(C)(C)C)CC1)n1cc(C(CO)NC(=O)OC(C)(C)C)nn1 (some centres not stated)	-1	3	-4	-1	-11	-4	9	1.5	0
Cc1ccc(C2(C)NC(=O)N(CC(=O)Nc3ccc(-c4nc5ccc(C)cc5s4)cc3)C2=O)cc1 (configuration not stated)	-28	-2	20	1	-15	-3	38	0.5	·
COc1ccc(C(=O)NCCOc2cccc(OC)c2)cc1	-1	1	8	2	-11	0	-3	-0.7	4
O=C(COC(=O)c1cc[n+]([O-])cc1)Nc1ccc2c(c1)OCCO2	-3	-5	16	-2	5	-1	3	0.9	2
Cc1ccccc1OCC(=O)NCCC1=CCCCC1	-5	-3	-1	2	-4	-3	-2	0.4	8
CC(C)c1ccc(NC(=S)NN2C(C)CCCC2C)cc1 (configuration not stated)	5	-2	13	1	-18	0	-4	1.8	1
COCCCn1cnc2oc3nc4ccccc4nc3c2c1=O	-3	-3	11	1	12	4	4	0.0	5
Cc1ccc(OC(=O)N2CCOCC2)cc1	-7	2	-7	1	10	-1	5	-1.4	4
CCCCC(=O)Nc1ccc(C(=O)N(CC)c2ccccc2C)cc1	-2	-3	0	0	-3	-1	2	1.8	-1
COc1ccccc1NC(=O)NCc1ccco1	-9	-3	-6	4	-7	-1	6	0.5	-1
C(=N\Nc1nc(N2CCCCC2)nc(N2CCCCC2)n1)/c1c[nH]c2ccccc12	-6	-1	26	4	-10	2	32	0.0	-2
COc1nc(-c2ccccc2Cl)ccc1C#N	1	-2	-10	0	3	-1	-9	0.7	1
O=C(Nc1ccc(Cl)cc1)NC1CCCCNC1=O (configuration not stated)	-1	-2	-1	3	7	0	17	1.7	·
CCOC(=O)Cn1cc(/C=N/NC(=O)c2ccc(C#N)cc2F)c2ccccc21	-2	3	-8	6	-5	-1	10	-1.0	4
Cc1cc(/C=C2/C(=O)NN(c3ccccc3)C2=O)c(C)n1-c1cccc(O)c1	-3	-4	12	1	-13	-5	10	-0.2	-7
CCN(CC)c1ccc(C(=S)NC2CCCCC2)cc1	-5	2	6	6	-26	38	-8	0.6	4
CN(C(=O)COC(=O)c1ccc(Cl)c(N)c1)c1ccccc1	-7	-1	-1	4	4	-1	8	-1.8	4
CC(C)COC(=O)c1ccc(NC(=O)C2C3CCC(C3)C2C(=O)O)cc1 (configuration not stated)	-5	2	6	3	7	-4	10	-0.7	5
CN(C)S(=O)(=O)c1ccc(C(=O)NCc2ccccn2)cc1	0	-1	-4	4	8	-1	4	-0.9	-1
Cc1sc2ncnc(SCC(=O)NC(=O)NCc3ccco3)c2c1C	-7	-3	-21	1	11	29	-18	-0.5	5
Continuation.
SMILES	RBBP9 inh	Ba/F3 V617F tox	NPY-Y2 PAM-ag	BaF3 parental	S1P4 antag	Runt-CBFb FRET	NPY-Y1 PAM-ag	S1P4 agonist	NPY-Y1 antag
CN=C1S/C(=C\c2ccc(N3CCCC3)c(F)c2)C(=O)N1C	-6	2	4	5	-11	-54	-1	1.9	0
Cc1cc(C)nc(NS(=O)(=O)c2ccc(NC(=O)Nc3ccccc3)cc2)n1	-5	-2	4	-1	-2	-1	13	1.4	-4
Cc1c(OCC(=O)OC(C)(C)C)ccc2c3c(c(=O)oc12)CCC3	-3	2	-11	6	-7	-7	-21	0.0	8
O=C(NCCCc1ccccc1)c1ccncc1	-2	0	-2	1	-3	-2	-7	1.5	1
Cc1cc(SCC(=O)OC/C(O)=C(\C#N)c2nc3ccccc3[nH]2)c(C)cc1Br	-5	4	-4	5	5	4	9	0.6	5
CCC(C)(C(=O)NC1CCCCC1)N(C(=O)CNC(C)=O)c1c(C)n(C)n(-c2ccccc2)c1=O (configuration not stated)	-10	-3	-1	3	6	2	-9	0.8	-4
Cc1ccc(C(=O)Nc2ccc(N3CCCC3)cc2)cc1	-10	-2	4	5	-7	13	24	1.4	-2
Cc1cc(/C=N/NC(=O)c2cccs2)c(C)n1-c1cnccn1	-5	6	-16	8	2	-1	-1	2.0	-1
N#CC1(c2ccccc2)CCC(=NO)CC1 (configuration not stated)	1	-3	6	-1	-12	1	-14	0.2	4
Cc1ccc(CNCCC2=CCCCC2)cc1	-1	2	7	5	1	1	-4	-0.9	4
Cc1ccc(S(=O)(=O)/N=c2\sccn2C)cc1	-6	0	-11	8	-13	-2	-11	-0.1	-3
COc1ccc(-n2c(COc3ccc4c(c3)OCO4)nnc2SCC(=O)O)cc1	-1	1	9	-4	-3	3	14	-1.6	7
CSc1cc(C)nc(NC(C)=O)n1	5	1	-1	3	-7	0	-4	-1.1	4
CC1CN(S(=O)(=O)c2ccccc2)C(C)CN1S(=O)(=O)c1ccccc1 (configuration not stated)	-8	2	-13	2	-3	-1	-7	-0.9	4
N#Cc1cnn(-c2ncnc3sc4c(c23)CCCC4)c1N	-11	3	5	4	7	4	-13	0.3	1
O=C(CCCCl)Oc1ccc2cc(-c3ccc4ccccc4n3)c(=O)oc2c1	-5	-5	5	2	-1	19	-8	3.4	-1
O=C(Nc1ccc(C(=O)O)cc1)/C(=C\c1cccc([N+](=O)[O-])c1)NC(=O)c1ccc(Br)o1	-1	2	-11	7	-7	-2	1	-0.3	7
CCOC1(c2ccccc2)CC1C(=O)N/N=C/c1cccc([N+](=O)[O-])c1 (configuration not stated)	-7	3	9	4	-9	0	4	1.7	·
Cc1cccc(N2CCN(C(=O)CC(NC(=O)c3ccccc3)c3ccccc3)CC2C)c1 (configuration not stated)	-2	2	-17	8	-2	-1	0	2.1	0
Cc1cccc(C(=O)Nc2cc(C)ccc2NC(=O)COc2ccccc2)c1	-5	-3	5	2	3	-3	-13	-4.6	14
Cc1cc2c(c(=O)n1Cc1ccco1)C(c1ccccc1)C(C#N)=C(N)O2 (configuration not stated)	3	-3	7	3	4	2	2	1.7	3
O=C(c1ccc([N+](=O)[O-])cc1)N(Cc1ccccc1)c1ccccn1	-2	3	-13	14	-5	0	-19	0.7	-3
CC(=O)c1cc2c(cc1NC(=O)CN1CCOCC1)OCO2	-2	0	0	2	-2	0	7	0.7	-2
CCCS(=O)(=O)Nc1ccc(-c2ccc3nnc(C)n3n2)cc1	-3	1	0	6	-5	-2	5	1.8	2
O=C(Nc1nccs1)C1CC(=O)N(c2ccccc2Cl)C1 (configuration not stated)	-5	-2	6	2	-10	-1	8	0.2	-2
O=C(CCc1nnc(CCCCc2ccccc2)o1)N1CCCC(O)C1 (configuration not stated)	-3	2	-2	-1	-3	0	20	0.0	·
O=c1nc(-c2ccccc2)cc(C(F)(F)F)[nH]1	-10	2	-2	0	-18	0	-35	0.5	12
CCCn1nc(C(=O)Nc2ccc3nc(C)sc3c2)c2ccccc2c1=O	-15	1	-4	9	-15	-6	-13	-0.5	8
CCCCCCCCS(=O)c1sc2nc3c(cc2c1N)CCCC3 (configuration not stated)	-5	4	-12	3	-12	·	-22	0.9	2
C(=N\n1cnnc1)/c1ccccn1	-7	0	-2	-1	-7	-1	-11	2.6	3

By substructure: those above containing a cyano group.
SMILES	RBBP9 inh	Ba/F3 V617F tox	NPY-Y2 PAM-ag	BaF3 parental	S1P4 antag	Runt-CBFb FRET	NPY-Y1 PAM-ag	S1P4 agonist	NPY-Y1 antag
COc1nc(-c2ccccc2Cl)ccc1C#N	1	-2	-10	0	3	-1	-9	0.7	1
CCOC(=O)Cn1cc(/C=N/NC(=O)c2ccc(C#N)cc2F)c2ccccc21	-2	3	-8	6	-5	-1	10	-1.0	4
Cc1cc(SCC(=O)OC/C(O)=C(\C#N)c2nc3ccccc3[nH]2)c(C)cc1Br	-5	4	-4	5	5	4	9	0.6	5
N#CC1(c2ccccc2)CCC(=NO)CC1 (configuration not stated)	1	-3	6	-1	-12	1	-14	0.2	4
N#Cc1cnn(-c2ncnc3sc4c(c23)CCCC4)c1N	-11	3	5	4	7	4	-13	0.3	1
Cc1cc2c(c(=O)n1Cc1ccco1)C(c1ccccc1)C(C#N)=C(N)O2 (configuration not stated)	3	-3	7	3	4	2	2	1.7	3

Part of the list above in order of heavy-atom count, descending:
SMILES	RBBP9 inh	Ba/F3 V617F tox	NPY-Y2 PAM-ag	BaF3 parental	S1P4 antag	Runt-CBFb FRET	NPY-Y1 PAM-ag	S1P4 agonist	NPY-Y1 antag
CCCn1nc(C(=O)Nc2ccc3nc(C)sc3c2)c2ccccc2c1=O	-15	1	-4	9	-15	-6	-13	-0.5	8
O=C(c1ccc([N+](=O)[O-])cc1)N(Cc1ccccc1)c1ccccn1	-2	3	-13	14	-5	0	-19	0.7	-3
Cc1c(OCC(=O)OC(C)(C)C)ccc2c3c(c(=O)oc12)CCC3	-3	2	-11	6	-7	-7	-21	0.0	8

3 entries from above, sorted by the number in S1P4 agonist, descending:
| Molecule | S1P4 agonist |
| --- | --- |
| O=C(c1ccc([N+](=O)[O-])cc1)N(Cc1ccccc1)c1ccccn1 | 0.7 |
| Cc1cc(SCC(=O)OC/C(O)=C(\C#N)c2nc3ccccc3[nH]2)c(C)cc1Br | 0.6 |
| CSc1cc(C)nc(NC(C)=O)n1 | -1.1 |

Rows were taken by chance; overall some 3.6% were active at least once.
